# From PubChem
# MazF activator: MazEF (E. coli) toxin RNase activation; P0AE70; activation, % at 20 µM; FAM/BHQ RNA-DNA oligo cleavage fluorescence, 5 h; AID 504720; actives 0.32% (n = 350,000); in the data active = activation above about 50%
# Target sequence (P0AE70 whole entry, looked up): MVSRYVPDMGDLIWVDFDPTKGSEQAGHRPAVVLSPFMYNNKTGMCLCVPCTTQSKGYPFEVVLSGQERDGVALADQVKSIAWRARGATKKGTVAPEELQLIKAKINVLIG
# Mtb FBA inh: inhibitors of M. tuberculosis fructose-bisphosphate aldolase | P9WQA3 | purified M. tuberculosis FBA, fluorescence read-out | inhibition, % at 1 µM | actives 2.3% (n = 360,000); in the data active = inhibition above about 27%;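 note: 0% = vehicle and 100% = reference inhibitor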
# Target sequence (P9WQA3 whole entry, looked up): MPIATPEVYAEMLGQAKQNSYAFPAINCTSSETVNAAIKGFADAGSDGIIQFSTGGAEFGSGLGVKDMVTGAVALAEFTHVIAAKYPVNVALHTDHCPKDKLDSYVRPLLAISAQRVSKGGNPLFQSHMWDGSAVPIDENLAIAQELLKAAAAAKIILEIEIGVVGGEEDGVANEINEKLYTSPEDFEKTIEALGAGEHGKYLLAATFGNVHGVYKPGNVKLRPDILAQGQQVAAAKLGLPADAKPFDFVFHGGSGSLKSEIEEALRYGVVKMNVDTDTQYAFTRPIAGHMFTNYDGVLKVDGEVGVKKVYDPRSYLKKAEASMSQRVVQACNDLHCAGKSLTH
# 3CLpro inhibitor: SARS-CoV 3CLpro protease inhibition | P0C6X7 | recombinant SARS-CoV 3CLpro, quenched FRET peptide cleavage | inhibition, % at 6 µM | actives 0.14% (n = 290,000) | AID 1706; in the data active = inhibition above about 12%
# Vc quorum ag: quorum light induction in luxS cqsA deficient V. cholerae. activation, % at 18.7 µM. V. cholerae BH1578 lux reporter, luminescence, 6 h. actives 0.16% (n = 350,000); in the data active = activation mostly above about 9.7%, no sharp cut-off; note: not every result past the cut was called active; inactives centre near 0; reference of the scale not given here
# VHR inh abs: inhibitors of human VHR1 phosphatase (DUSP3). actives 0.52% (n = 290,000). inhibition, % at 13.3 µM. recombinant VHR phosphatase, pNPP absorbance; in the data active = inhibition above about 50%; note: some compounds called inactive have numbers as strong as hits
# Target sequence (P51452 whole entry, looked up): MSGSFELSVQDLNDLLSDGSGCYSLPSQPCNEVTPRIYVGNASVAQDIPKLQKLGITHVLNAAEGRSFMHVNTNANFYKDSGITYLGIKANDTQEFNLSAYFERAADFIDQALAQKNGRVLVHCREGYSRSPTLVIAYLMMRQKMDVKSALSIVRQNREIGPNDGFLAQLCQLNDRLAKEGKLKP
# Rv3671c protease: Rv3671c (M. tuberculosis) protease inhibition; P9WHR9; inhibition, % at 5.96 µM; actives 0.048% (n = 320,000); AID 2606; in the data active = inhibition above about 38%;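 note: extracellular domain of Rv3671c used as enzyme; 0% = enzyme with DMSO and 100% = no enzyme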
# Target sequence (P9WHR9 whole entry, looked up, the tested form may be a part): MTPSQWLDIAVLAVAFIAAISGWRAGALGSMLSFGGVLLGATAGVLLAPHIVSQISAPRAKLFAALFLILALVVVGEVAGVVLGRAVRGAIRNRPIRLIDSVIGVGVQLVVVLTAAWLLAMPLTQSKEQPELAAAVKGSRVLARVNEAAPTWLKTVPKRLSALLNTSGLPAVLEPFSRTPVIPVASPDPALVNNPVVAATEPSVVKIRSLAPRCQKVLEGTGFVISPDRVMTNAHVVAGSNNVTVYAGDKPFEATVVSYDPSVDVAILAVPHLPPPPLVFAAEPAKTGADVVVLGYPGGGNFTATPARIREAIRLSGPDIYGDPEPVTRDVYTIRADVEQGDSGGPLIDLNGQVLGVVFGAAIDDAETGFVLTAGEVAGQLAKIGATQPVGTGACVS
# BioA inh: BioA (M. tuberculosis) enzyme inhibition; actives 0.096% (n = 360,000); purified M. tuberculosis BioA enzyme, plate reader; AID 602481; inhibition, % at 9.99 µM; in the data active = inhibition above about 40%
# SSB-PriA inh: blocks PriA binding to SSB C-terminal tail; AlphaScreen SSBct-PriA binding, biotinylated peptide; actives 0.6% (n = 430,000); inhibition, % at 33 µM; in the data active = inhibition mostly above about 37%, no sharp cut-off; inactive = mostly below about 20%;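 note: plate controls were negative control peptide for no effect and reference peptide for full effect; strong numbers were not always called active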
# GDH-TPI counter: counter-screen for M. tuberculosis FBA inhibitors: GDH-TPI coupled enzymes | GDH-TPI coupled enzyme counterscreen, NADH absorbance | inhibition, % at 4.8 µM | actives 1.2% (n = 360,000); in the data active = inhibition above about 30%;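 note: 0% = DMSO wells and 100% = wells lacking the enzyme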
# UGM FP inh: Mtb UDP-galactopyranose mutase inhibition | P9WIQ1 | purified UGM, fluorescence polarization probe displacement | inhibition, % at 10 µM | actives 0.06% (n = 320,000) | AID 504406; in the data active = inhibition above about 10%, passing the limit was not always enough
# Numbers without * were called inactive; i = inactive; · = not tested or not shown; & = joins results of further samples.
no.	SMILES	MazF activator	Mtb FBA inh	3CLpro inhibitor	Vc quorum ag	VHR inh abs	Rv3671c protease	BioA inh	SSB-PriA inh	GDH-TPI counter	UGM FP inh
1	CC(NC(=S)NC1CCC(C(C)(C)C)CC1)c1ccccc1 (configuration not stated)	-1.7	-0.8	4.8	-0.3	27.3	·	-1.1	-10.8	6.5	-0.4
2	NC[C@H]1O[C@H](O[C@H]2[C@H](O)[C@@H](O[C@H]3O[C@H](CO)[C@@H](O)[C@H](N)[C@H]3O)[C@H](N)C[C@@H]2N)[C@H](N)C[C@@H]1O	11.9	-0.5	3.4	14.6	16.3	2.3	-1.3	-2.9	1.4	·
3	CC1C(=O)N(Cc2cn(CCC3OCCCO3)nn2)CCS(=O)(=O)N1Cc1ccc(-c2ccc(Cl)cc2)cc1 (configuration not stated)	20.4	0.3	·	-0.5	·	·	-2.5	·	2.4	·
4	NC(=O)c1c(NC(=O)C2CC=CCC2C(=O)O)sc2c1CCCCC2 (configuration not stated)	-3.4	1.5	-1.0	i	8.5	-6.7	-1.1	16.3	-1.0	0.9
5	O=C(Cn1cc([N+](=O)[O-])ccc1=O)NCc1ccc(Cl)cc1Cl	-0.7	-2.2	-2.1	5.3	9.6	1.7	-0.6	-10.7	12.5	0.5
6	COC(=O)C1=C(C(=O)OC)[C@@H]2N(C)c3ccc(OC)cc3[C@@]23C[C@@H](C(=O)OC)N(C(=O)COCc2ccccc2)C3=N1	4.1	·	·	·	·	-10.1	·	28.1	·	-3.8
7	COc1ccc(CCNC(=O)c2cccc(-n3cnnn3)c2)cc1	-4.5	1.8	·	-3.2	·	-4.2	-0.5	-2.7	6.0	-0.1
8	O=C(Nc1ccccc1N(C(=O)c1ccco1)S(=O)(=O)c1cccs1)c1ccco1	2.7	-0.5	-2.1	-0.9	15.8	3.8	1.4	-10.6	1.9	0.6
9	CC(C)CC(NS(=O)(=O)OCC(Cl)(Cl)Cl)c1ccccc1 (configuration not stated)	-5.2	0.4	2.5	i	-10.5	-17.3	-0.5	-58.7	-9.4	1.0
10	Cc1ccc(C(=O)C[n+]2cccc3cc(C)ccc32)cc1	-3.0	15.9	-1.1	i	10.8	1.0	-3.1	1.9	11.2	0.1
11	Cc1nn(CC(=O)NCCCN2C(C)CCCC2C)c(=O)c2cc3occc3n12 (configuration not stated)	10.5	2.3	-4.0	-0.2	26.7	-3.3	-0.6	-6.6	-7.1	2.1
12	COc1ccccc1NS(=O)(=O)c1cccc(C(=O)NCc2ccco2)c1	4.2	3.2	1.3	1.3	10.8	2.0	0.3	10.1	-3.1	0.8
13	CCOC(=O)Cn1c(-c2ccc(Cl)nc2)nc2ccccc21	-4.1	43.0*	-4.5	0.6	14.0	-5.3	·	-13.9	11.2	-0.5
14	COc1ccc(OC)c(NC(=S)N2CCN(C(=O)C3CCCO3)CC2)c1 (configuration not stated)	3.8	0.6	-3.3	0.3	16.5	·	-1.1	-20.8	-6.5	-1.7
15	CCCn1c(C)nc2c(c1=O)c1nc3ccccc3nc1n2-c1ccccc1	6.2	5.4	·	i	·	·	-0.7	-4.6	0.7	·
16	COc1cc(OC)cc(C(=O)OCC(=O)N2CCCC2)c1	-12.4	5.6	-2.4	-0.4	25.9	-7.6	5.1	-14.2	13.2	-0.8
17	COc1ccc(-c2ccc3c(c2)[C@@H]2C[C@H](N(C)S(=O)(=O)c4ccccc4)[C@H]([C@H](C)O)C(=O)N2CC3)cc1	-8.0	4.2	·	-0.2	·	·	-0.9	2.4	3.1	·
18	COc1ccc(C2OCC3(CO2)SC(N)=NC3=O)cc1 (configuration not stated)	7.2	2.6	5.0	-0.4	11.3	2.6	2.9	·	3.3	-1.5
19	CCCNC(=O)C1(C)CCN1C(=O)C1(c2ccccc2)CC1 (configuration not stated)	·	-2.0	·	-0.5	·	·	0.5	·	1.8	·
20	CCOC(=O)N1CCN(S(=O)(=O)c2ccc3c(c2)SC(C)C(=O)N3)CC1 (configuration not stated)	13.2	-11.0	0.7	i	7.5	-5.0	2.8	-14.2	9.9	-0.6
21	CCOc1ccccc1C(=O)N(Cc1ccccc1)Cc1cc2cc3c(cc2[nH]c1=O)OCCO3	4.3	7.8	-3.7	-0.4	·	3.8	0.1	-20.8	9.8	2.4
22	Cc1cnccc1NC(=O)c1cccs1	0.9	2.0	3.6	i	17.4	-10.7	·	-2.2	4.0	-0.1
23	CN(C)S(=O)(=O)c1ccc(C(=O)NCc2cccs2)cc1	3.4	8.6	1.9	0.9	-1.3	6.0	·	-11.7	-4.3	-1.6
24	CC(C)(C)OC(=O)N1CCC(CNC(=O)c2ccccc2)CC1	6.6	1.2	0.8	i	8.4	7.4	-1.4	-2.0	8.9	-0.8

# 2 entries picked at random from the list so far, as already listed:
no.	SMILES	MazF activator	Mtb FBA inh	3CLpro inhibitor	Vc quorum ag	VHR inh abs	Rv3671c protease	BioA inh	SSB-PriA inh	GDH-TPI counter	UGM FP inh
20	CCOC(=O)N1CCN(S(=O)(=O)c2ccc3c(c2)SC(C)C(=O)N3)CC1 (configuration not stated)	13.2	-11.0	0.7	i	7.5	-5.0	2.8	-14.2	9.9	-0.6
21	CCOc1ccccc1C(=O)N(Cc1ccccc1)Cc1cc2cc3c(cc2[nH]c1=O)OCCO3	4.3	7.8	-3.7	-0.4	·	3.8	0.1	-20.8	9.8	2.4

# More structures
no.	SMILES	MazF activator	Mtb FBA inh	3CLpro inhibitor	Vc quorum ag	VHR inh abs	Rv3671c protease	BioA inh	SSB-PriA inh	GDH-TPI counter	UGM FP inh
25	COc1cc(/C=C/C(=O)OCC(=O)c2c(N)n(C)c(=O)n(C)c2=O)ccc1O	6.6	7.7	-0.2	-0.4	21.2	7.7	-0.6	1.5	23.8	-1.2
26	CCc1nnc(NC(=O)CN2CCN(Cc3cccc(F)c3)CC2)s1	6.3	1.1	-4.5	7.7	9.6	-8.6	-1.3	0.3	17.9	-1.1
27	C/C(=N/NS(=O)(=O)c1ccc(C)cc1)c1c(O)c2ccccc2oc1=O	13.2	-1.6	2.4	-0.6	17.5	-2.4	-0.8	·	18.5	-1.1
28	CCOc1cc(NC(=S)Nc2cccc(OC)c2)c(OCC)cc1NC(=O)C(C)C	2.0	3.0	-4.7	i	12.8	14.3	-0.8	2.6	-3.6	0.5
29	Cn1c(NNC(=O)C(c2ccccc2)c2ccccc2)cc(=O)n(C)c1=O	1.0	-4.6	-1.4	-0.2	-1.8	-3.4	·	-1.0&-10.2	-1.2	2.2
30	Cc1ccc(C2N3CCCN23)cc1 (configuration not stated)	2.9	3.1	-4.5	-0.4	13.8	-8.0	·	-10.9	5.6	0.6
31	CC(C)CC(NC(=O)C1CCCN1C(=O)[C@@H](C)NC(=O)OCc1ccccc1)C(=O)NCC(N)=O (some centres not stated)	3.8	1.8	1.1	1.4	0.1	9.4	8.3	-4.0	3.7	3.6
32	Cc1nc(SCC(=O)NCCc2ccccc2)c2c(=O)n(C)c(=O)n(C)c2n1	-3.4	4.5	-1.9	0.4	4.4	-1.5	-5.2	-4.0	-5.6	2.3
33	O=C(NCCCn1ccnc1)c1ccc(S(=O)(=O)Nc2ccccc2)cc1	8.9	1.6	-4.3	-3.7	21.1	-1.8	·	-2.9	-1.0	0.5
34	O=C(O)CS(=O)(=O)c1ccc(Oc2ccc(S(=O)(=O)CC(=O)O)cc2)cc1	4.0	·	-0.8	·	24.4	-0.3	·	-8.5	·	0.5
35	CCCCN(C(=O)c1c(CC)noc1C)c1c(N)n(CCC)c(=O)[nH]c1=O	-0.1	-1.4	·	i	·	-5.1	·	-4.5	-1.4	-1.5
36	O=C(NC1CC2CCC1C2)c1ccco1 (configuration not stated)	-3.9	0.2	0.6	-0.5	35.8	1.1	-2.2	7.3	-0.4	0.1
37	CC(C)c1cc(CN2C(C)COCC2C)cc(C(C)C)c1O (configuration not stated)	8.5	-1.1	·	i	·	·	0.9	0.1	-12.8	·
38	COc1ccccc1CNC(=O)c1oc2ccccc2c1C	-3.4	0.9	0.4	-0.5	22.1	-8.4	0.4	-30.2	-5.8	-0.4
39	CCCOc1ccccc1NC(=O)Nc1ccccc1Cl	2.0	0.0	4.4	-0.3	12.5	2.5	·	-7.3	5.8	-5.0
40	COC(=O)c1ccsc1NC(=O)c1ccc(Cl)s1	8.8	1.9	·	-0.6	14.2	-1.0	-1.0	-19.0&-4.5	-0.5	0.0
41	c1ccc2c(CNc3ccc(CNc4ncn[nH]4)cc3)cccc2c1	11.7	-1.4	2.3	·	4.2	0.4	-0.3	39.6*	-0.3	3.9
42	COC(=O)C(O)(c1ccc(NC(=O)c2ccco2)c(OC)c1)C(F)(F)F (configuration not stated)	-0.4	0.8	-1.1	-0.4	12.0	5.0	4.2	-20.5	10.2	-2.9
43	CN(C(=O)c1c(Cl)nc2sccn12)C1CCCCC1	-0.4	-1.8	-0.9	-6.7	35.3	7.3	-0.6	-4.0	8.3	-1.5
44	Cc1ccc(N2CCN(Cc3ccccc3)CC2=O)c(C)c1	10.3	4.6	-4.6	0.8	-1.9	-7.3	6.2	-22.0	-12.2	4.3
45	CN(CCOc1ccccc1)C(=O)c1cc([N+](=O)[O-])cc([N+](=O)[O-])c1	-4.1	8.9	7.4	1.2	16.5	3.8	·	19.7	2.1	-4.6
46	CC(CC(=O)Nc1ccc2c(c1)c(=O)n(C)n2-c1cccs1)c1ccccc1 (configuration not stated)	·	-3.1	·	-0.2	·	·	-1.2	·	11.9	·
47	CCOc1cc(Cl)c(NC(C)=O)cc1OCC	10.7	-1.5	0.6	-3.4	-4.8	-1.2	·	-11.3	6.9	-2.1
48	Cc1csc(SCC(=O)Nc2cccc3nsnc23)n1	-14.1	8.3	-3.9	3.2	16.3	-8.1	0.5	-44.4	13.6	1.5
49	COc1ccccc1OCCC(=O)Nc1nc(C)cs1	3.0	-3.1	-0.9	-0.4	8.7	8.4	-1.9	-14.1	6.2	-0.5
50	c1ccc(NC2=NCCN2CCC2CCCC2)cc1	3.1	0.1	2.1	-5.0	-10.5	3.3	-0.7	-17.1	2.2	0.2
51	COc1ccc(S(=O)(=O)N2CCC(C(=O)NCc3cccnc3)CC2)cc1OC	3.7	-2.1	-4.7	i	2.2	-10.0	6.5	-15.7	-4.2	-1.4
52	Cc1cc(OCC(=O)OCC(=O)NC2CCCCC2C)ccc1Cl (configuration not stated)	7.0	0.8	·	-0.3	·	-3.7	-1.8	7.1	5.1	-0.7
53	COc1ccc(N2CCN(C(=O)COC(=O)/C=C/c3ccc(C(F)(F)F)cc3)CC2)cc1	-6.8	0.8	·	12.3	·	11.4	-0.4	-1.3	2.4	-1.6

# Part of the list above in order of molecular weight, low to high:
no.	SMILES	MazF activator	Mtb FBA inh	3CLpro inhibitor	Vc quorum ag	VHR inh abs	Rv3671c protease	BioA inh	SSB-PriA inh	GDH-TPI counter	UGM FP inh
50	c1ccc(NC2=NCCN2CCC2CCCC2)cc1	3.1	0.1	2.1	-5.0	-10.5	3.3	-0.7	-17.1	2.2	0.2
47	CCOc1cc(Cl)c(NC(C)=O)cc1OCC	10.7	-1.5	0.6	-3.4	-4.8	-1.2	·	-11.3	6.9	-2.1
48	Cc1csc(SCC(=O)Nc2cccc3nsnc23)n1	-14.1	8.3	-3.9	3.2	16.3	-8.1	0.5	-44.4	13.6	1.5
45	CN(CCOc1ccccc1)C(=O)c1cc([N+](=O)[O-])cc([N+](=O)[O-])c1	-4.1	8.9	7.4	1.2	16.5	3.8	·	19.7	2.1	-4.6
52	Cc1cc(OCC(=O)OCC(=O)NC2CCCCC2C)ccc1Cl (configuration not stated)	7.0	0.8	·	-0.3	·	-3.7	-1.8	7.1	5.1	-0.7
53	COc1ccc(N2CCN(C(=O)COC(=O)/C=C/c3ccc(C(F)(F)F)cc3)CC2)cc1	-6.8	0.8	·	12.3	·	11.4	-0.4	-1.3	2.4	-1.6

# An excerpt; count on the stated rates, not on these rows.
